KinaseGlo FLuc – Kinase-Glo luciferase inhibition (counter-screen). Q27757. Kinase-Glo luciferase, ATP luminescence, 8 min. Potency, µM (doses to about 38.3 µM), for inactives: at the highest dose activity change, negative = inhibition, usual class: inhibitors. hit rate 0.28% among 200,000; further: potency means the concentration at half of the fitted maximal effect; on the % scale 0 is the no-effect control and ±100 the full control effect; nearly all actives have a fitted effect of over 60% in size
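Kinase-Glo luciferase light output from ATP and luciferin was measured with 10 uM ATP, within the enzyme's linear range. Buffer: 50 mM imidazole pH 7.2, 50 mM KCl, 7 mM MgCl2, 0.01% Tween 20, 0.05% BSA; luminescence read after 8 min at ambient temperature.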
CBFb-RUNX1 inh – CBF-beta/RUNX1 interaction disruption. AlphaScreen CBFb-His/RUNX1-biotin binding, biochemical. Potency, µM (highest dose often 59.8 µM), for the others: top-dose activity, negative = inhibition, hits mostly inhibitors. 230,000 tested, under 10 active. AID 1477; further: % of control where 0% means no effect
Target sequence (Q01196 whole entry, looked up): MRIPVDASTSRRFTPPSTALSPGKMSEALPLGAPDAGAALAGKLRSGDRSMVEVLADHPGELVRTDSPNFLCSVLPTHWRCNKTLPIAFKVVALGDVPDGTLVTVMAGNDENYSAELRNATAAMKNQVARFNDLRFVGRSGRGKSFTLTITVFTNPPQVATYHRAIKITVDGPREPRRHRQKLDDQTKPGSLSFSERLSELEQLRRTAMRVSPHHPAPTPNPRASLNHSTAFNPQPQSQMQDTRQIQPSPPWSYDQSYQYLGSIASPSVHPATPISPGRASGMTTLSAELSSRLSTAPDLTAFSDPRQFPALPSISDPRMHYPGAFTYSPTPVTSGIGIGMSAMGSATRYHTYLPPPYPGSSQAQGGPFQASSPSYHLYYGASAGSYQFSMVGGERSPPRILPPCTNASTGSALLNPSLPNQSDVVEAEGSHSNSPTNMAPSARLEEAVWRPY
Target sequence (Q13951 whole entry, looked up): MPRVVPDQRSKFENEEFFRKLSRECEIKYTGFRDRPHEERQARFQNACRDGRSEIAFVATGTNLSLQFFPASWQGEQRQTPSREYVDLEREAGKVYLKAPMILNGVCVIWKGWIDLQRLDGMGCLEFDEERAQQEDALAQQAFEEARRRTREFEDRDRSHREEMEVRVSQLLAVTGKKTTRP
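Interaction loss through any mechanism counts as activity. Pre-formed complex of His-CBF-beta and biotin-RUNX1 (30 nM apiece) is incubated with compound 15 min, then with 50 ng nickel and 50 ng streptavidin beads for 90 min before AlphaScreen detection.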
IMPase Li cell – IMPase inhibition in cells with lithium potentiation; CHO-M1 cells, IP1 TR-FRET (IP-One), carbachol + lithium; Potency, µM (top dose mostly 59.4 µM), for the others: top-dose activity, negative = IMPase inhibition, most hits filed as inhibitors; hit rate 0.35% among 210,000; AID 1457;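 further: IP1 builds up when IMPase is blocked and the TR-FRET signal falls; potency means the concentration at half of the fitted maximal effect; plate controls were basal vehicle for no effect and high inhibitor control for full effect; nearly all actives have a fitted effect of over 50% in size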
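IP1 accumulation measured by competitive TR-FRET in lysed CHO-M1 cells after 30 min compound exposure at 37C, with a small lithium addition to potentiate weak responses. Hill-equation AC50 from ratio and donor-channel data.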
NPSR antagonist – blocks cAMP signaling of the human neuropeptide S receptor; Q6W5P4; hit rate 1% among 220,000; Potency, µM (series often up to 38.3 µM), inactives show at the highest dose activity change, negative = inhibition, usual class: inhibitors; CHO-NPSR cells, cAMP TR-FRET, antagonist mode; further: potency means the concentration at half of the fitted maximal effect; on the % scale 0 is the no-effect control and ±100 the full control effect; nearly all actives have a fitted effect of over 50% in size; many of its hits are not listed in these tables
aGal spleen mod – inhibitors or activators of human alpha-galactosidase in spleen homogenate; P06280; human spleen homogenate, 4MU-alpha-Gal fluorescence, 40 min; Potency, µM (top dose mostly 80 µM), without a hit: top-dose activity change, negative = inhibition, usual class: inhibitors; hit rate 0.008% among 240,000;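 further: potency means the concentration at half of the fitted maximal effect; 0% = enzyme with vehicle and -100% = no enzyme basal signal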
Target sequence (P06280 32-429 limits assumed): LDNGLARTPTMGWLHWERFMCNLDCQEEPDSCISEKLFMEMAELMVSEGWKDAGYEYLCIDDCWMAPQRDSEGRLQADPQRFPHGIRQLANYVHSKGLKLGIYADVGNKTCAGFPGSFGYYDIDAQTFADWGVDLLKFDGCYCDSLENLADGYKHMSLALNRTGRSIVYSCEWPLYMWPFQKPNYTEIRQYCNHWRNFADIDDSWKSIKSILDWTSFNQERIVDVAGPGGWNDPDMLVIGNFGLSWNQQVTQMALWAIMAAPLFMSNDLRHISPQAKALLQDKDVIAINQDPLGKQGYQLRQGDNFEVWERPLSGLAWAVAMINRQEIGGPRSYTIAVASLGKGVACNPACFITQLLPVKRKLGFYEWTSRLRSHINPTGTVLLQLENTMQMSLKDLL
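qHTS titration in buffer at pH 5.0. Alpha-galactosidase activity in spleen homogenate was measured via 4-methylumbelliferone release from 1 mM fluorogenic substrate after 40 min at 37C and a pH 10 stop. AC50 came from Hill fits of control-normalized data.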
Lamin A splicing – modulators of lamin A splicing. hit rate 0.01% among 200,000. HeLa LMNA splicing GFP/RFP minigene ratio, 48 h. Potency, µM (series often up to 46.1 µM), for the others: top-dose ratio change, negative = inhibition, usual class: inhibitors; active means well fitted inhibition curve with a large enough effect in the signal ratio, with a control signal flat, not every such curve was filed as active; inconclusive means small, poorly fitted or top-dose-only effect, or effect the other way, or a change in a side signal; the % refers to the signal ratio; further: potency means the concentration at half of the fitted maximal effect; on the % scale 0 is the no-effect control and ±100 the full control effect
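Read-out is the ratio of GFP to DsRed2 object intensity, acquired by 488 nm laser-scanning cytometry on HeLa lamin A-EGFP minigene reporter cells. Compound incubation 48 hrs at 37 °C in Opti-MEM with 2% FBS; DMSO 0.5% final.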
Epigenetic derep – regulators of epigenetic silencing causing reporter derepression in mouse cells | hit rate 0.2% among 280,000 | Potency, µM (titrated, usually from 53.9 µM), without a hit: at the top dose GFP activation, hits mostly activators | murine LDR cells, GFP reporter derepression, 30 h; further: potency means the concentration at half of the fitted maximal effect; % of control where 0% means no effect; nearly all actives have a fitted effect of over 60% in size
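Reporter derepression read as number of fluorescent GFP-positive objects, 20-120 um in size, counted by laser-scanning cytometer. Mouse LDR line with an epigenetically silenced CMV-GFP locus; compound incubation 30 h, 37 C.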
Starred values were filed as active, the others as inactive; ? = inconclusive; / = no result given; & = joins results of further samples; [ ] = another dose, or the depositor's remark. Unless noted, the call rests on the fitted dose curve; in most records, active means well fitted curve in the direction sought with a large enough effect; inconclusive means small, poorly fitted or top-dose-only effect, or another doubt; inactive means no such curve, though single readings can be large; an effect the other way counts as inactive or inconclusive. An excerpt. The share of hits here may be higher or lower than overall.

SMILES | KinaseGlo FLuc | CBFb-RUNX1 inh | IMPase Li cell | NPSR antagonist | aGal spleen mod | Lamin A splicing | Epigenetic derep
CCCCC1CCC(c2ccc(C(N)=O)cc2)CC1 (stereo not given) | 1% | 5% | -4% | 11% | 4% | -13% | -1.0%
O=C(Nc1c(O)c2ccccc2[nH]c1=O)c1ccco1 | / | 28% | / | 13% | 0% | / | 0.0%
CCOc1ccc2nc(NC(=O)C(NS(=O)(=O)c3cccc4nsnc34)C(C)C)sc2c1 (stereo not given) | -3% | -20% | 6%[38.3 µM] | -22%[46.1 µM] | -12% | 12% | 0.8%
COC(=O)C(CCCN1C(=O)c2ccccc2C1=O)(NC(C)=O)c1nnn(C)n1 (stereo not given) | 0% | -1% | -5% | -17% | 1% | 12%[46 µM] | 4.5%
Nc1nc2c(nc(Sc3ccc(Cl)cc3)n2C2OC(CO)C(O)C2O)c(=O)[nH]1 (stereo not given) | 0% | / | 3% | / | 7% | -12% | 0.3%
O=C(COc1ccc2c(c1)CCC2)NCc1ccc(Cl)cc1 | -1% | 8% | 0% | -3% | 3% | 4% | 3.4%
COc1ccc(NC(=O)N2CC3(CCN(C(=O)c4cccc(F)c4)CC3)C2)cc1 | 0% | / | 0% | / | 5% | / | /
Cc1cccc(CCNS(=O)(=O)c2ccc(S(=O)(=O)NC3CCCC3)cc2)c1 | -4% | 4% | 29%[38.3 µM] | -25%[46.1 µM] | 2% | ? | 0.9%
COC(C(=O)Nc1cccc(F)c1)c1ccccc1 (stereo not given) | 10% | 8% | -10%[38.3 µM] | -13%[46.1 µM] | -7% | 0% | -1.1%
CCN(C(=O)CCS(=O)(=O)c1ccc(Br)cc1)c1ccc2c(c1)OCO2 | 2% | -2% | 40%[activator][38.3 µM] | -16%[46.1 µM] | -19% | -4% | -0.9%
O=C(CSc1c[nH]c2ccccc12)N1CCOCC1 | -1% | -1% | 2%[38.3 µM] | 0%[46.1 µM] | 9% | 3% | -1.2%
CC(C)NC(=O)CSc1nnc(COc2ccccc2Cl)o1 | 5% | 7% | -19%[38.3 µM] | 0%[46.1 µM] | 5% | -1% | -6.1%
CCC1CCCCN1S(=O)(=O)Cc1ccccc1Cl (stereo not given) | 1% | 12% | 5% | -3% | -2% | -14%[46 µM] | -1.2%
Cc1cccnc1NC(=S)NC(=O)/C=C/c1ccccc1 | 2% | -4% | 7% | -32% | 0% | / | 4.3%
O=C(COc1ccc(S(=O)(=O)Nc2ccccc2)cc1)NCc1ccncc1 | 2% | 5% | 18% | 4% | 9% | / | -1.2%
CCCCc1ccc(NC(=S)NCc2ccc(OC)cc2)cc1 | -1% | -6% | 20% | -15% | 11% | ? | 0.0%
COC(=O)C(c1ccccc1Cl)N1CCc2sccc2C1 (stereo not given) | 2%[39.9 µM] | ? | 14%&0% | / | 2%&-17%&14%&-4% | ? | 0.3%&0.0%
O=C(CCNc1n[nH]c(=O)[nH]c1=O)N/N=C/c1ccccc1Br | 0% | 2% | 3% | 5% | 1% | -6%[46 µM] | -2.5%
COc1cccc(/C=C2\N=C(c3c(-c4ccccc4)noc3C)OC2=O)c1 | 1% | 2% | -5% | -6%[46.1 µM] | 2% | -11% | -0.9%
O=C(Nc1ccccc1Br)C(=O)N1CCCC1 | -5% | 4% | -5% | 17% | 13% | -6% | -1.5%
Cc1cnc(CNc2ncncc2-c2ccccc2Cl)cn1 | / | / | 3% | / | 8% | -11% | /
COc1ccccc1-c1ccc(=O)n(CC(=O)NCc2cccs2)n1 | -1% | / | 8% | 0% | -8% | -3%[46 µM] | 1.0%
O=C1CCCN1CCC1CCN(C2CC(=O)N(c3ccc(Cl)cc3)C2=O)CC1 (stereo not given) | -5% | 1% | -14%[38.3 µM] | ? | 3% | 9% | -1.8%
CCC(C)NC(=S)NNC(=O)c1ccncc1 (stereo not given) | 0% | 23% | -2% | 14% | -13% | / | 1.6%
O=C(NC1CCCC1)C1c2ccccc2C(=O)N1CCCN1CCOCC1 (stereo not given) | -3% | 0%[2.36 µM] | 3% | 17% | 2% | -5% | -2.9%
CCCCn1nc2cc(C(=O)NCCc3cccs3)ccc2c1OCC | 5% | 7% | 35%[activator][38.3 µM] | -2%[46.1 µM] | -2% | 0% | 1.4%
CCC(CC)C(=O)Nc1c2c(nn1-c1ccc(OC)cc1)CS(=O)(=O)C2 | -2% | 0% | -1%[38.3 µM] | -3%[46.1 µM] | 0% | 13% | 0.0%
COc1cc(OC)cc(C(=O)NC(=S)Nc2nc(-c3cc4ccccc4o3)cs2)c1 | / | 12% | / | 4% | 2% | / | 3.3%
CN=C1c2cc3cc(OC)ccc3n2CCN1C | -1% | 8% | 5% | 5% | 6% | -14% | -1.0%
CC1CC1C(=O)Nc1nc(-c2cccs2)c(-c2cccs2)s1 (stereo not given) | -1% | -6% | 9% | -35% | 2% | 6% | -1.3%
O=C(Nc1ccc(Cl)cc1)OCc1cc(-c2ccccc2Cl)on1 | 0% | 3% | -2%[38.3 µM] | -25%[46.1 µM] | 2% | -6% | -1.2%
CCN(CC)CCN(CC(=O)N(C1CCCCC1)C1CCCCC1)C(=O)c1cccnc1 | -5% | 7% | 3% | ? | 4% | 18%[46 µM] | 2.1%
Cc1ccc(CNC(=O)CN2C(=O)C3(OCCCO3)c3ccccc32)cc1 | -4% | 3% | -3%[38.3 µM] | -9%[46.1 µM] | 3% | -2% | -1.0%
CCC(C)(C)NC(=O)C(c1ccccc1F)N(Cc1ccco1)C(=O)Cn1nnc2ccccc21 (stereo not given) | 0% | 2% | 2%[38.3 µM] | -27%[46.1 µM] | 2% | ? | -0.7%
N#Cc1cc2sc3nc4ccccc4n3c2cc1C#N | 0% | 3% | 19%[38.3 µM] | 5%[46.1 µM] | 3% | 4% | -1.0%
Oc1cccc2c(NC(=S)Nc3ccc(OC(F)F)cc3)cccc12 | -1% | 0% | 19% | 1% | 0% | ? | 14%

Entries from the list above with a furan ring, fused or not (three):
SMILES | KinaseGlo FLuc | CBFb-RUNX1 inh | IMPase Li cell | NPSR antagonist | aGal spleen mod | Lamin A splicing | Epigenetic derep
O=C(Nc1c(O)c2ccccc2[nH]c1=O)c1ccco1 | / | 28% | / | 13% | 0% | / | 0.0%
COc1cc(OC)cc(C(=O)NC(=S)Nc2nc(-c3cc4ccccc4o3)cs2)c1 | / | 12% | / | 4% | 2% | / | 3.3%
CCC(C)(C)NC(=O)C(c1ccccc1F)N(Cc1ccco1)C(=O)Cn1nnc2ccccc21 (stereo not given) | 0% | 2% | 2%[38.3 µM] | -27%[46.1 µM] | 2% | ? | -0.7%

(next part)
SMILES | KinaseGlo FLuc | CBFb-RUNX1 inh | IMPase Li cell | NPSR antagonist | aGal spleen mod | Lamin A splicing | Epigenetic derep
O=C(COC(=O)c1ccc(F)cc1F)Nc1ncccn1 | / | -24% | / | -17% | -4% | ? | 1.0%
CC(C)(C)CC(=O)NC(=S)N1CCCCCC1 | 1% | 5% | -7%[38.3 µM] | -3%[46.1 µM] | -3% | 3% | -1.2%
O=C(NCc1cccnc1)c1cccnc1-c1nc2ccccc2s1 | 18% | -5% | 10%[38.3 µM] | -10%[46.1 µM] | -2% | -4% | -2.6%
Cn1nc(C(=O)Nc2ccc(S(=O)(=O)N3CCCC3)cc2)ccc1=O | -4% | 2% | 31%[activator][38.3 µM] | 4%[46.1 µM] | 2% | -3% | 2.0%
O=C(Cc1cccs1)NCc1ccccc1F | -2% | 9% | 23%[38.3 µM] | 0%[46.1 µM] | 3% | 11% | 0.0%
CCCCC(=O)N(Cc1ccc(-c2ccccc2-c2nn[nH]n2)cc1)[C@H](C(=O)O)C(C)C | / | 0% | / | 17% | -1% | -9%[46 µM] | -1.1%
O=C(O)C1C2CCC(O2)C1C(=O)NCc1ccccc1Br (stereo not given) | 1% | 10% | -4% | 13% | -7% | 30%[46 µM] | -0.6%
O=C(c1cccc(F)c1)N1CCC2(CC1)CCN(c1ccccn1)CC2 | -2% | / | 29% | / | 8% | / | /
CC1CCCC(C)N1c1nnc(NC(=O)c2cc(-c3ccc(Br)cc3)on2)s1 (stereo not given) | 0% | -6% | 11%[38.3 µM] | -10%[46.1 µM] | 12% | -14% | 2.7%
Cc1cccc(NC(=O)C2CCN(S(=O)(=O)c3c(C)nn(C)c3C)CC2)n1 | 0% | -3% | 22%[38.3 µM] | 6%[46.1 µM] | 5% | ? | -0.8%
Cc1ccc(NC(=S)N(CCCN2CCN(C)CC2)Cc2cccs2)cc1 | 3% | -4% | 12% | 3% | -11% | / | -0.8%
CSc1nc(C)cc(OCC#N)n1 | -1% | 0% | 0%[38.3 µM] | 4%[46.1 µM] | 0% | 9% | -1.1%
CCc1ccc(NC(=S)NNC(=O)c2ccccc2OC(F)F)cc1 | 2% | 0% | 9% | 6% | 5% | ? | 0.1%
Cc1noc(C)c1C(=O)NCCc1ccccc1 | -4% | -1% | 28%[38.3 µM] | -10%[46.1 µM] | 1% | -3% | 1.6%
COc1ccc(C2Nc3ccccc3C(=O)N2Cc2ccccc2)cc1CSc1ccccn1 (stereo not given) | / | 7% | / | ? | 9% | 1% | -1.0%

Sorted by molar mass (rising): some entries from above.
SMILES | KinaseGlo FLuc | CBFb-RUNX1 inh | IMPase Li cell | NPSR antagonist | aGal spleen mod | Lamin A splicing | Epigenetic derep
CSc1nc(C)cc(OCC#N)n1 | -1% | 0% | 0%[38.3 µM] | 4%[46.1 µM] | 0% | 9% | -1.1%
Cc1noc(C)c1C(=O)NCCc1ccccc1 | -4% | -1% | 28%[38.3 µM] | -10%[46.1 µM] | 1% | -3% | 1.6%
CCc1ccc(NC(=S)NNC(=O)c2ccccc2OC(F)F)cc1 | 2% | 0% | 9% | 6% | 5% | ? | 0.1%
Cc1ccc(NC(=S)N(CCCN2CCN(C)CC2)Cc2cccs2)cc1 | 3% | -4% | 12% | 3% | -11% | / | -0.8%
CCCCC(=O)N(Cc1ccc(-c2ccccc2-c2nn[nH]n2)cc1)[C@H](C(=O)O)C(C)C | / | 0% | / | 17% | -1% | -9%[46 µM] | -1.1%
CC1CCCC(C)N1c1nnc(NC(=O)c2cc(-c3ccc(Br)cc3)on2)s1 (stereo not given) | 0% | -6% | 11%[38.3 µM] | -10%[46.1 µM] | 12% | -14% | 2.7%

Screening results as filed in PubChem BioAssay.
